Mtb BioA inh – inhibitors of Mycobacterium tuberculosis BioA enzyme; purified M. tuberculosis BioA enzyme, plate reader; inhibition, % at 9.99 µM; 360,000 tested, 0.096% active; in the data active = inhibition above about 40%
* = called active by the depositor. An excerpt; the hit share may differ from the screen's.

SMILES | Mtb BioA inh
CCCNC(=O)[C@H]1[C@H](CO)[C@H]2Cn3c(ccc(-c4ccccc4F)c3=O)[C@@H]1N2C(=O)CC | -1.3
CO[C@H]1CC[C@@H]2CCOc3ccc(C#N)cc3C(=O)N(C)[C@H](C)C(=O)N(C)C[C@@H]1O2 | -0.1
C[C@@H]1CN([C@H](C)CO)C(=O)c2ccccc2-c2ccccc2CO[C@@H]1CN(C)C(=O)Nc1ccnc(N2CCOCC2)c1 | 0.3
C[C@H](CO)N1C[C@H](C)[C@H](CN(C)Cc2ccc(C(F)(F)F)cc2)OCCCC[C@H](C)Oc2ccc(NC(=O)c3ccccc3)cc2C1=O | -0.9
O=C(Nc1cccc(Cl)c1)N1C[C@H]2[C@@H](c3ccccc31)[C@@H](CO)N2Cc1cccnc1 | 1.5
Cc1noc(C)c1NC(=O)Nc1ccc2c(c1)C(=O)N([C@@H](C)CO)C[C@@H](C)[C@@H](CN(C)C(=O)NC(C)C)O2 | 0.2
CCCC#Cc1ccc([C@H]2[C@H](C#N)N(C(=O)C3CC3)[C@H]2CO)cc1 | -1.9
CCC(=O)N1[C@H](CO)[C@H](c2ccccc2)[C@@H]1CN(CC)C(=O)c1cccc(F)c1 | 3.1
CO[C@H](CN(C)S(=O)(=O)c1ccc(F)cc1)[C@H](C)CN([C@H](C)CO)S(=O)(=O)c1cccc(Cl)c1 | -1.5
CN1C[C@@H]2[C@H](c3ccccc31)[C@@H](CO)N2Cc1ccccc1 | -1.1
O=C(O)C[C@@H]1C=C[C@H](NC(=O)Nc2cc(F)ccc2F)[C@@H](CO)O1 | 0.4
Cc1noc(C)c1S(=O)(=O)N(C)C[C@@H]1OCCCC[C@@H](C)Oc2ccc(NS(=O)(=O)c3ccc(Cl)cc3)cc2C(=O)N([C@H](C)CO)C[C@H]1C | 1.1
CO[C@@H]1CC[C@@H]2CCN(C)C(=O)CCCN(C)C(=O)c3cccc(C#N)c3OC[C@@H]1O2 | -0.8
CO[C@H]1CN(C)C(=O)c2cc(NC(=O)Cc3ccccc3)ccc2OC[C@H](C)N(CC2CC2)C[C@@H]1C | 0.0
C[C@@H]1CN([C@H](C)CO)C(=O)c2cc(-c3ccccc3)cnc2O[C@@H]1CN(C)C(=O)c1cccc(F)c1 | -1.0
C[C@@H]1CN([C@H](C)CO)C(=O)c2cc(NC(=O)Nc3ccc(C(F)(F)F)cc3)ccc2O[C@@H](C)CCCCO[C@H]1CN(C)Cc1ccc(C(F)(F)F)cc1 | -2.1
C[C@@H]1CN([C@H](C)CO)C(=O)c2cc(NC(=O)CCCCCC(=O)Nc3ccccc3N)ccc2O[C@H]1CN(C)S(C)(=O)=O | -0.6
O=C(Nc1ccc2c(c1)[C@@H]1C[C@@H](CC(=O)N3CCOCC3)O[C@H](CO)[C@@H]1O2)c1cccnc1 | 4.5
O=C(C[C@@H]1CC[C@H]2[C@@H](COC[C@H](O)CN2Cc2ccc3c(c2)OCO3)O1)N1CCOCC1 | -1.9
C[C@@H]1CCCCO[C@@H](CN(C)C(=O)NC2CCCCC2)[C@H](C)CN([C@@H](C)CO)C(=O)c2cc(NC(=O)Nc3ccc4c(c3)OCO4)ccc2O1 | 0.7
CC(=O)N1[C@@H]2Cn3c(ccc(C4=CCCCC4)c3=O)[C@H]1[C@@H](C(=O)NC1CCCC1)[C@@H]2CO | 3.6
O=C(NCC[C@H]1CC[C@H](NC(=O)C2CCCCC2)[C@@H](CO)O1)Nc1ccc(Cl)cc1 | 1.3
COCC(=O)N(C)C[C@@H]1Oc2cc(C3=CCCCC3)ccc2S(=O)(=O)N([C@@H](C)CO)C[C@@H]1C | 0.0
C[C@H]1CN([C@@H](C)CO)C(=O)c2cc(Br)cnc2O[C@H]1CN(C)C(=O)Nc1ccc(F)cc1 | 0.5
O=C(C[C@@H]1C=C[C@H](NC(=O)c2ccncc2)[C@H](CO)O1)NCC1CC1 | -0.5

Reprinted from the entries so far (seven entries):
SMILES | Mtb BioA inh
O=C(C[C@@H]1CC[C@H]2[C@@H](COC[C@H](O)CN2Cc2ccc3c(c2)OCO3)O1)N1CCOCC1 | -1.9
C[C@@H]1CCCCO[C@@H](CN(C)C(=O)NC2CCCCC2)[C@H](C)CN([C@@H](C)CO)C(=O)c2cc(NC(=O)Nc3ccc4c(c3)OCO4)ccc2O1 | 0.7
CC(=O)N1[C@@H]2Cn3c(ccc(C4=CCCCC4)c3=O)[C@H]1[C@@H](C(=O)NC1CCCC1)[C@@H]2CO | 3.6
O=C(NCC[C@H]1CC[C@H](NC(=O)C2CCCCC2)[C@@H](CO)O1)Nc1ccc(Cl)cc1 | 1.3
COCC(=O)N(C)C[C@@H]1Oc2cc(C3=CCCCC3)ccc2S(=O)(=O)N([C@@H](C)CO)C[C@@H]1C | 0.0
C[C@H]1CN([C@@H](C)CO)C(=O)c2cc(Br)cnc2O[C@H]1CN(C)C(=O)Nc1ccc(F)cc1 | 0.5
O=C(C[C@@H]1C=C[C@H](NC(=O)c2ccncc2)[C@H](CO)O1)NCC1CC1 | -0.5

Sorted by count of non-hydrogen atoms (highest first): some entries from above
SMILES | Mtb BioA inh
Cc1noc(C)c1S(=O)(=O)N(C)C[C@@H]1OCCCC[C@@H](C)Oc2ccc(NS(=O)(=O)c3ccc(Cl)cc3)cc2C(=O)N([C@H](C)CO)C[C@H]1C | 1.1
C[C@@H]1CN([C@H](C)CO)C(=O)c2cc(-c3ccccc3)cnc2O[C@@H]1CN(C)C(=O)c1cccc(F)c1 | -1.0
CCCNC(=O)[C@H]1[C@H](CO)[C@H]2Cn3c(ccc(-c4ccccc4F)c3=O)[C@@H]1N2C(=O)CC | -1.3

Later entries
SMILES | Mtb BioA inh
O=C(C[C@@H]1C[C@@H]2c3cc(NC(=O)Cc4ccncc4)ccc3O[C@@H]2[C@H](CO)O1)NCCN1CCCCC1 | -0.2
C[C@H](CO)N1C[C@H](C)[C@@H](CN(C)Cc2ccc3c(c2)OCO3)Oc2ccc(NC(=O)Nc3ccc(F)cc3)cc2C1=O | -1.8
COc1ccc(S(=O)(=O)N2C[C@H](O)COC[C@H]3O[C@H](CC(=O)N[C@@H]4CCN(Cc5ccccc5)C4)CC[C@@H]32)cc1 | 0.9
C/C=C/c1cnc2c(c1)C(=O)N([C@H](C)CO)C[C@@H](C)[C@@H](CN(C)C(=O)Cc1ccccc1)O2 | -2.9
Cc1noc(C)c1NC(=O)Nc1ccc2c(c1)C(=O)N([C@H](C)CO)C[C@H](C)[C@H](CN(C)C(=O)Nc1ccccc1)OCCCC[C@H](C)O2 | 1.0
C[C@H]1CN([C@@H](C)CO)S(=O)(=O)c2ccc(-c3ccccc3)cc2O[C@H]1CN(C)C(=O)CC1CC1 | 3.3
C[C@@H]1CCCCO[C@@H](CN(C)S(=O)(=O)c2ccc(F)cc2)[C@@H](C)CN([C@@H](C)CO)C(=O)c2cc(NS(=O)(=O)c3ccc(F)cc3)ccc2O1 | -1.4
C[C@H]1CN([C@@H](C)CO)C(=O)c2cccc(NC(=O)c3cnccn3)c2O[C@@H]1CN(C)C(=O)NC1CCCCC1 | 1.0
CCCC(=O)Nc1ccc2c(c1)C(=O)N(C)[C@@H]1CC[C@H](CC(=O)NCc3ccccc3)O[C@H]1CO2 | 6.6
COc1cccc(C#Cc2ccc3c(c2)O[C@@H](CN(C)C(=O)CN2CCOCC2)[C@H](C)CN([C@@H](C)CO)S3(=O)=O)c1 | -2.2
C/C=C/c1cnc2c(c1)C(=O)N([C@H](C)CO)C[C@@H](C)[C@H](CN(C)C(=O)Cc1ccccn1)O2 | -0.2
COc1ccccc1CN1[C@@H](CO)[C@@H]2c3ccccc3N(C(=O)c3ccncc3)C[C@@H]21 | 5.6
C[C@@H]1CN([C@@H](C)CO)C(=O)c2cc(C3=CCCC3)cnc2O[C@H]1CN(C)C(=O)C1CCC1 | 4.4
C[C@H](CO)N1C[C@H](C)[C@H](CN(C)C)Oc2ccc(NC(=O)CCC(F)(F)F)cc2CC1=O | 0.7
C[C@@H]1CN([C@H](C)CO)C(=O)c2cc(NC(=O)Nc3ccc4c(c3)OCO4)ccc2O[C@H]1CN(C)Cc1ccc2c(c1)OCO2 | 7.2
Cc1noc(C)c1NC(=O)N[C@H]1CC[C@H](CCNC(=O)C2CCCCC2)O[C@H]1CO | -3.3
O=C(C1CC1)N1CCCCN2[C@@H](CO)[C@@H](c3ccc(C#CC4CCCC4)cc3)[C@@H]2C1 | -2.6
CN(C)CC(=O)Nc1ccc2c(c1)[C@@H]1C[C@@H](CC(=O)NCc3ccccc3)O[C@H](CO)[C@@H]1O2 | -1.1
CN(C)CC(=O)Nc1ccc2c(c1)[C@H]1C[C@@H](CC(=O)N3CCOCC3)O[C@H](CO)[C@H]1O2 | -1.3
COc1ccc(NC(=O)N(C)C[C@H]2Oc3ccc(NC(=O)Nc4c(C)noc4C)cc3C(=O)N([C@@H](C)CO)C[C@H]2C)cc1 | 3.1
Cc1cc(C(=O)Nc2cccc3c2O[C@@H](CN(C)C(=O)Nc2ccc(F)cc2)[C@H](C)CN([C@H](C)CO)C3=O)n(C)n1 | -0.9
C[C@H](CO)N1C[C@H](C)[C@@H](CN(C)Cc2ccncc2)Oc2ncc(C3=CCCCC3)cc2C1=O | -0.1
O=C(C[C@H]1CC[C@@H]2NC[C@@H](O)COC[C@H]2O1)NC1Cc2ccccc2C1 | -0.9
O=C(C[C@H]1C=C[C@@H](NC(=O)C2CCC2)[C@@H](CO)O1)NC1CCC1 | -1.9
Cc1ccccc1-c1ccc([C@H]2[C@H]3CN(C(=O)c4cccnc4)CCCCN3[C@H]2CO)cc1 | -6.7

Continued.
SMILES | Mtb BioA inh
C[C@@H]1CN([C@@H](C)CO)C(=O)c2cc(C#CC3CCCC3)cnc2O[C@@H]1CN(C)C(=O)C1CCCCC1 | 5.9
Cc1noc(C)c1NC(=O)N(C)C[C@H]1Oc2ccc(NC(=O)Nc3ccc(C(F)(F)F)cc3)cc2CC(=O)N([C@@H](C)CO)C[C@H]1C | -4.4
C[C@H](CO)N1C[C@H](C)[C@@H](CN(C)C(=O)Nc2ccc3c(c2)OCO3)Oc2cc(C#Cc3cccnc3)ccc2S1(=O)=O | -4.0
C[C@H](CO)N1C[C@H](C)[C@@H](CN(C)Cc2ccncc2)OCCCC[C@H](C)Oc2ccc(NC(=O)c3ccccc3)cc2C1=O | -0.4
Cc1ccc(S(=O)(=O)N(C)C[C@@H]2Oc3ccc(N(C)C)cc3CC(=O)N([C@H](C)CO)C[C@H]2C)cc1 | -1.0
C[C@H](CO)N1C[C@H](C)[C@H](CN(C)S(=O)(=O)c2cn(C)cn2)Oc2ccc(NC(=O)C3CCCCC3)cc2CC1=O | 2.4
CCS(=O)(=O)N1CCCCN2[C@@H](CO)[C@H](c3ccc(-c4ccccc4F)cc3)[C@@H]2C1 | -1.8
CS(=O)(=O)N1[C@@H]2Cn3c(ccc(-c4ccc(F)cc4)c3=O)[C@H]1[C@@H](C(=O)N1CCOCC1)[C@@H]2CO | -2.0
COc1ccccc1CNC(=O)C[C@@H]1CC[C@H]2[C@@H](COc3ccc(NS(=O)(=O)c4ccc(C)cc4)cc3C(=O)N2C)O1 | -0.6
CNC[C@H]1Oc2ccc(N(C)C)cc2C(=O)N([C@H](C)CO)C[C@@H]1C | -0.2
COc1ccc(-c2cn(CC[C@H]3CC[C@H](N)[C@@H](CO)O3)nn2)cc1 | -0.1
C[C@H](CO)N1C[C@H](C)[C@@H](CN(C)C(=O)C2CCOCC2)Oc2ncc(C3=CCCCC3)cc2C1=O | 0.4
CCC(=O)Nc1ccc2c(c1)OC[C@H](C)N(C(=O)C1CCC1)C[C@@H](C)[C@H](OC)CN(C)C2=O | -0.2
C[C@H](CO)N1C[C@H](C)[C@H](CN(C)Cc2ccncc2)Oc2c(NS(=O)(=O)c3ccc(F)cc3)cccc2C1=O | 2.1
C[C@@H]1CCCCO[C@H](CN(C)C(=O)c2ccccc2)[C@H](C)CN([C@@H](C)CO)C(=O)c2cc(NS(C)(=O)=O)ccc2O1 | 1.0
C[C@H]1CN([C@@H](C)CO)C(=O)CCCn2nncc2CO[C@@H]1CN(C)Cc1ccc(O)cc1 | -0.5
C[C@H](CO)N1C[C@H](C)[C@H](CN(C)C(=O)Nc2cccc3ccccc23)OCCCC[C@H](C)Oc2ccc(NC(=O)Nc3ccc(F)cc3)cc2C1=O | 0.6
COc1ccc(NC(=O)Nc2ccc3c(c2)CC(=O)N([C@@H](C)CO)C[C@H](C)[C@H](CN(C)C(=O)NC2CCCCC2)O3)cc1 | -1.6
C[C@@H]1CN([C@H](C)CO)C(=O)Cc2cc(NS(=O)(=O)c3cn(C)cn3)ccc2O[C@@H]1CN(C)Cc1ccc(C(=O)O)cc1 | -1.4
C[C@@H]1CN([C@@H](C)CO)C(=O)c2cc(N(C)C)ccc2O[C@@H](C)CCCCO[C@@H]1CN(C)C(=O)CCC(F)(F)F | 0.4
O=C(Nc1ccc2c(c1)[C@H]1C[C@@H](CC(=O)N3CCCCC3)O[C@@H](CO)[C@H]1O2)c1ccc2c(c1)OCO2 | -0.6
C[C@H](O)C#Cc1cnc2c(c1)C(=O)N([C@@H](C)CO)C[C@@H](C)[C@@H](CN(C)C(=O)Nc1ccc(F)cc1)O2 | -1.4
C[C@H](NC(=O)C[C@H]1CC[C@H](NC(=O)Nc2ccc3c(c2)OCO3)[C@@H](CO)O1)c1ccccc1 | 0.3
CC(C)c1cn(CC[C@@H]2CC[C@H](NC(=O)C3CCCCC3)[C@H](CO)O2)nn1 | -3.0
C[C@H](CO)N1C[C@H](C)[C@@H](CN(C)S(=O)(=O)c2ccccc2)Oc2ccc(NS(=O)(=O)c3cccs3)cc2CC1=O | -1.0
Cc1ccc(S(=O)(=O)Nc2ccc3c(c2)C(=O)N([C@H](C)CO)C[C@@H](C)[C@H](CN(C)S(=O)(=O)c2cn(C)cn2)OCCCC[C@@H](C)O3)cc1 | 0.2
CC(C)NC(=O)Nc1ccc2c(c1)C(=O)N([C@H](C)CO)C[C@@H](C)[C@@H](CN(C)C)OCCCC[C@@H](C)O2 | -2.1
O=C(C[C@@H]1CC[C@H]2[C@@H](COC[C@H](O)CN2Cc2cccc(F)c2)O1)NCCc1ccncc1 | 1.8
CO[C@H](CN(C)C(=O)c1ccccc1F)[C@@H](C)CN([C@H](C)CO)S(=O)(=O)c1ccccc1 | 0.5
COCC(=O)Nc1ccc2c(c1)C(=O)N(C)C[C@@H](OC)[C@H](C)CN(CCc1ccccc1)[C@H](C)CO2 | -0.2

2 of these compounds, set out differently:
| compound | Mtb BioA inh |
| --- | --- |
| C[C@H](NC(=O)C[C@H]1CC[C@H](NC(=O)Nc2ccc3c(c2)OCO3)[C@@H](CO)O1)c1ccccc1 | 0.3 |
| CC(C)c1cn(CC[C@@H]2CC[C@H](NC(=O)C3CCCCC3)[C@H](CO)O2)nn1 | -3.0 |
